GPR151 activ = activates the human receptor GPR151. Q8TDV0. PathHunter beta-arrestin GPR151 cells, luminescence. activation, % at 11.2 µM. 650,000 compounds, 1% hits; in the data active = activation above about 4.9%;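 note: 0% = median of compound wells and 100% = cells with positive control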
MITF primary = blocks human microphthalmia-associated transcription factor; inhibition, % at 2.6 µM; 650,000 compounds, 0.91% hits; AID 1259374; AlphaScreen MITF homodimerization, bead proximity signal; in the data active = inhibition above about 50%;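 note: 0% = vehicle wells with protein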
TEAD-YAP inh = TEAD-YAP interaction inhibition | HEK-TIYL cells, TEAD-Gal4/YAP UAS-luciferase luminescence | inhibition, % at 9.12 µM | 640,000 compounds, 1.4% hits | AID 1259422; in the data active = inhibition above about 32%;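 note: 0% = median of test compound wells and 100% = reference inhibitor wells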
FBW7 act = human FBW7 E3 ligase activation, primary screen | AlphaScreen FBW7–phospho-cyclin E peptide binding, activator screen | normalized activity (activation), % at 26.1 µM | 650,000 compounds, 0.13% hits; in the data active = normalized activity above about 1.9%;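 note: purified mutant Fbw7 with reduced substrate affinity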
Target sequence (Q969H0 whole entry, looked up): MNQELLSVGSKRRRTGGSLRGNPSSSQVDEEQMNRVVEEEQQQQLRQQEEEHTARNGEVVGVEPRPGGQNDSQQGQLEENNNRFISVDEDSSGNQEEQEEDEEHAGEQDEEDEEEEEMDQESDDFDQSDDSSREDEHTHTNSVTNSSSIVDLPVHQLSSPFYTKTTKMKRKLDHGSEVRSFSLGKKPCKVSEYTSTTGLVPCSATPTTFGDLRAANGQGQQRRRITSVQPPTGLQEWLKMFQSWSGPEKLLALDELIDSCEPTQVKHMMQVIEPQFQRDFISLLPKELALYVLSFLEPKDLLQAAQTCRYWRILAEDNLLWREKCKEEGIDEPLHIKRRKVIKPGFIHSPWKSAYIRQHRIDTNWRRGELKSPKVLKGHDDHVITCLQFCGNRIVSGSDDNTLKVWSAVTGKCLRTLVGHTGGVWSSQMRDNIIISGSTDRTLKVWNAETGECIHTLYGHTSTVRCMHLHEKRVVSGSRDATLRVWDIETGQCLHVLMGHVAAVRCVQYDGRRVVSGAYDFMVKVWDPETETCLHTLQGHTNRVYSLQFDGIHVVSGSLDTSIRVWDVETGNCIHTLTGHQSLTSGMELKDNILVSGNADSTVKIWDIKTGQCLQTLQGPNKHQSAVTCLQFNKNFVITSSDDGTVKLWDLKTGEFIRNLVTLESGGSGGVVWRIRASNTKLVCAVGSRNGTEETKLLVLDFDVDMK
An asterisk follows results filed as active.

SMILES	GPR151 activ	MITF primary	TEAD-YAP inh	FBW7 act
CN1C(C(=O)N2CCCC2)=CC(c2cccs2)=NS1(=O)=O	1.1	0	-7	-0.1
COc1ccc(Cl)cc1Nc1ncnc2c1c(-c1ccccc1)cn2-c1cccc(C(F)(F)F)c1	-1.4	14	-1	-0.1
COc1ccc(CNC(=O)N2c3ccccc3Sc3ccccc32)cc1	-0.3	-3	-7	-0.1
COc1cc(OC)cc(-c2ncc3ccccn23)c1	0.2	67*	0	-0.6
Nc1ccc(Sc2ccc([N+](=O)[O-])cc2)cc1	1.7	20	2	0.0
Cc1ccc(S(=O)(=O)N(CCC#N)C(C)C)cc1	-0.3	11	2	1.5
CC(=O)NC(c1ccccc1Cl)c1cc([N+](=O)[O-])c2cccnc2c1O (stereo not given)	-0.7	90*	4	-0.8
COC(=O)c1cccc(S(=O)(=O)N2CCC(C)CC2)c1	-1.4	6	-1	0.2
CC(C)n1cnc2c(NCCO)nc(NCc3cccnc3)nc21	3.7	6	12	0.1
CCCc1nc2ccc([N+](=O)[O-])cc2c(=O)n1Cc1ccc([N+](=O)[O-])cc1	-0.5	10	10	-0.2
O=C(Nc1ccccc1Cl)c1cc([N+](=O)[O-])ccc1O	-6.3	23	60*	1.1
CCOc1cc(C(=O)Nc2ccc(Cl)c3ncsc23)cc(OCC)c1OCC	0.4	3	1	0.2
CN=C(C)NC(=C(Cl)Cl)c1ccccc1	-0.9	13	8	-0.1
COCCN1C(=O)C2C(C(=O)Nc3cccc(Cl)c3)C3C=CC2(O3)C1C(=O)NC1CCCCC1 (stereo not given)	-0.4	3	-6	0.0
Cc1ccc(N2CC(C(=O)Nc3ccc(OCc4ccccc4)cc3)CC2=O)cc1 (stereo not given)	1.3	8	2	0.0
c1ccc(N=c2scc(-c3ccccc3)n2CCCN2CCOCC2)cc1	0.3	6	-9	-0.4
CC1(C)Cc2c(sc(NC(=O)c3coc4ccccc4c3=O)c2C(N)=O)C(C)(C)N1	-0.5	10	-1	0.3
Cc1cc(Br)ccc1NC(=O)c1oc(=O)c2ccccc2c1-c1ccccc1	-0.9	3	-4	-0.2
c1ccc(CCCNc2nccc(Nc3ccncn3)n2)cc1	0.8	11	1	-0.5
O=C(CC1Nc2cccc3cccc(c23)NC1=O)Nc1cccc(C(F)(F)F)c1 (stereo not given)	-1.0	5	0	-0.2
CC(C)NC(=O)NC(=O)COC(=O)c1cc(=O)c2ccccc2o1	0.6	17	0	0.2
COc1cccc(N2C(=O)NC(=O)/C(=C/c3ccoc3)C2=O)c1	3.6	20	5	0.1
COC(=O)c1ccc(NC(=O)c2cc(Br)ccc2OC)cc1	2.7	-8	-6	0.2
FC(F)Oc1ccc(-c2cc3ccccn3c2)cc1	-1.2	0	-3	0.4
COc1ccc(C(C)=O)cc1Cn1ncc(Cl)c(Cl)c1=O	-1.2	1	5	0.1

Reprinted from the part before: 3 entries; new compounds follow.
SMILES	GPR151 activ	MITF primary	TEAD-YAP inh	FBW7 act
COC(=O)c1ccc(NC(=O)c2cc(Br)ccc2OC)cc1	2.7	-8	-6	0.2
FC(F)Oc1ccc(-c2cc3ccccn3c2)cc1	-1.2	0	-3	0.4
COc1ccc(C(C)=O)cc1Cn1ncc(Cl)c(Cl)c1=O	-1.2	1	5	0.1
COc1ccc(OC(C)C(=O)NCc2nc(-c3ccc(OC)cc3)no2)cc1 (stereo not given)	-1.4	6	14	0.1
Cc1ccc2cc(CN(CCCO)S(=O)(=O)c3ccc(F)cc3)c(=O)[nH]c2c1	0.5	12	-1	-0.1
CCOc1cc(C2C(C(=O)OC3CCCCC3)=C(C)NC3=C2C(=O)CC(c2ccccc2)C3)cc(Br)c1O (stereo not given)	-0.3	1	-9	0.0
COc1ccc(C2C(C(=O)Nc3cc(C)ccc3OC)c3ccccc3C(=O)N2C2CCCCC2)cc1 (stereo not given)	-0.2	4	-8	0.1
CCc1c(C)nc(SCc2nc(-c3ccccc3)oc2C)[nH]c1=O	2.5	10	-1	0.6
Cc1cc(NC(=O)Nc2nnc(N3CCCCC3)s2)ccc1Br	0.6	-3	2	0.1
CCOC(=O)c1c(NC(C)=O)sc2c(OCC(O)CN3CCCCC3)c(Br)ccc12 (stereo not given)	-1.7	1	-2	-0.2
O=[N+]([O-])c1cccc(C2=Nn3c(nnc3-c3cccnc3)SC2)c1	4.6	-13	11	0.0
NS(=O)(=O)c1ccc(NC(=O)CN2CCN(S(=O)(=O)c3ccc(Cl)cc3)CC2)cc1	0.0	5	-20	-0.1
Cc1occc1-c1nn(Cc2ccccc2F)c(=O)o1	0.1	10	1	0.1
COc1ccc(CSc2ncn[nH]2)cc1	-2.3	-16	0	-0.1
CCOC(=O)c1cc2c(c(CSc3nc4ccccc4c(=O)n3NC(=O)c3ccc(OC)cc3)c1)OCOC2	1.0	2	25	-0.1
O=C(NCCC1=CCCCC1)c1cc2cc(Br)ccc2oc1=O	0.6	6	11	-0.2
CCOC(=O)c1cnc(SCC(=O)Nc2ccc(Cl)c(C(=O)OC)c2)nc1N	-1.0	2	4	0.1
Cn1c(=O)cc(C(=O)Nc2ccc(Cl)cc2C(F)(F)F)[nH]c1=O	-0.4	2	-10	0.1
CCOC(=O)CSc1nc2ccc(NC(=O)CSc3nnc(N)s3)cc2s1	-0.6	8	-1	0.7
CCOC(=O)c1oc2ccccc2c1NC(=O)c1ccc(Cl)s1	6.5*	15	-26	0.3
COc1ccc(NC(=O)N2CCC(CN3CCOCC3)CC2)c(OC)c1	3.8	9	-2	0.3
Cc1ccc2nc(-c3ccc(Cl)cc3)cc(C(=O)OCC(=O)c3ccccc3)c2c1	-0.1	1	9	-0.1
CCOc1ccc2ccccc2c1/C=N/N1C(=O)C2C(C1=O)C1C=CC2C12CC2 (stereo not given)	-0.7	-6	6	0.0
CCc1nnc(NS(=O)(=O)c2ccc(NC(=O)c3cc(C)ccc3C)cc2)s1	1.5	-10	4	0.0
Cc1ccc(C)c(S(=O)(=O)NCC(c2ccc3c(c2)OCO3)N2CCOCC2)c1 (stereo not given)	-1.0	-11	-2	0.1
CCCCNC(=O)CCN1N=C(c2ccc(CC)cc2)CCC1=O	-0.4	7	-3	0.0
COc1ccc(-n2c(C)nc3cc(C(=O)NCCN4CCOCC4)ccc32)cc1	0.9	14	5	0.2
O=C(O)c1cccc(Nc2ccc([N+](=O)[O-])cc2[N+](=O)[O-])c1	-0.7	-15	5	0.1
C=CCNc1nc(-c2cccs2)nc2ccccc12	1.2	8	-4	0.0
O=C1OC(c2cccc(Cl)c2Cl)=N/C1=C/c1ccc2c(c1)OCO2	2.0	5	6	0.1

Exported field by field: part of the list above.
SMILES: COc1ccc(-n2c(C)nc3cc(C(=O)NCCN4CCOCC4)ccc32)cc1
  GPR151 activ: 0.9 | MITF primary: 14 | TEAD-YAP inh: 5 | FBW7 act: 0.2
SMILES: O=C(O)c1cccc(Nc2ccc([N+](=O)[O-])cc2[N+](=O)[O-])c1
  GPR151 activ: -0.7 | MITF primary: -15 | TEAD-YAP inh: 5 | FBW7 act: 0.1
SMILES: C=CCNc1nc(-c2cccs2)nc2ccccc12
  GPR151 activ: 1.2 | MITF primary: 8 | TEAD-YAP inh: -4 | FBW7 act: 0.0
SMILES: O=C1OC(c2cccc(Cl)c2Cl)=N/C1=C/c1ccc2c(c1)OCO2
  GPR151 activ: 2.0 | MITF primary: 5 | TEAD-YAP inh: 6 | FBW7 act: 0.1

Three successive compounds from above:
SMILES	GPR151 activ	MITF primary	TEAD-YAP inh	FBW7 act
COc1ccc(OC(C)C(=O)NCc2nc(-c3ccc(OC)cc3)no2)cc1 (stereo not given)	-1.4	6	14	0.1
Cc1ccc2cc(CN(CCCO)S(=O)(=O)c3ccc(F)cc3)c(=O)[nH]c2c1	0.5	12	-1	-0.1
CCOc1cc(C2C(C(=O)OC3CCCCC3)=C(C)NC3=C2C(=O)CC(c2ccccc2)C3)cc(Br)c1O (stereo not given)	-0.3	1	-9	0.0

High-throughput results from PubChem.

No enrichment for hits. About 3.4% of those tested had a hit in this group.
